Source: PubChem (National Center for Advancing Translational Sciences (NCATS))
Nrf2 activator: qHTS of Nrf2 Activators; AREc32 ARE-luciferase reporter (MCF7-derived line), luminescence, 24 h; Potency, µM (top dose mostly 46.1 µM), for inactives: top-dose activation, usual class: activators; 0.31% of 410,000 active; also: potency is read from the fitted curve at half-maximal effect; % of control where 0% means no effect; nearly all actives have a fitted effect of over 65% in size
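Luciferase luminescence (Steady-Glo, 30 min at room temperature) served as the read-out of ARE activation in AREc32 cells treated with compounds for 24 hr at 37 deg C.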
A549 viability: Nrf2 qHTS screen for inhibitors: counterscreen for cytotoxicity. A549 ARE-Fluc cells, CellTiter-Fluor viability, 18-24 h. Potency, µM (doses to about 46 µM), inactives show top-dose activity change, negative = cytotoxicity, usual class: inhibitors. 0.16% of 390,000 active. AID 504648, 2011; also: potency is read from the fitted curve at half-maximal effect; % is scaled to controls: 0 for no effect and ±100 for the full control effect
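A549 ARE-Fluc cells in 5% FBS OPTI-MEM, 5000 cells/well, rested 2 h then exposed to compounds in concentration-response for 18-24 h at 37 °C. Viability by CellTiter-Fluor fluorescence (Ex 405/Em 525) after 30 min; luciferase luminescence (BugLite, 15 min, RT) read afterwards.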
EPAC2 antagonist: qHTS for Antagonist of cAMP-regulated guanine nucleotide exchange factor 2 (EPAC2): primary screen; EPAC2 GEF exchange of Rap1B-BODIPY-GDP, fluorescence; Potency, µM (doses to about 114 µM), without a hit: top-dose activity, negative = inhibition, usual class: inhibitors; Rap guanine nucleotide exchange factor 4 (Homo sapiens), Q8WZA2; 0.18% of 360,000 active; AID 720708, 2013; also: potency is read from the fitted curve at half-maximal effect; % is scaled to controls: 0 for no effect and ±100 for the full control effect; nearly all actives have a fitted effect of over 45% in size; many of its hits are not listed in these tables
Target sequence (Q8WZA2 whole entry, looked up): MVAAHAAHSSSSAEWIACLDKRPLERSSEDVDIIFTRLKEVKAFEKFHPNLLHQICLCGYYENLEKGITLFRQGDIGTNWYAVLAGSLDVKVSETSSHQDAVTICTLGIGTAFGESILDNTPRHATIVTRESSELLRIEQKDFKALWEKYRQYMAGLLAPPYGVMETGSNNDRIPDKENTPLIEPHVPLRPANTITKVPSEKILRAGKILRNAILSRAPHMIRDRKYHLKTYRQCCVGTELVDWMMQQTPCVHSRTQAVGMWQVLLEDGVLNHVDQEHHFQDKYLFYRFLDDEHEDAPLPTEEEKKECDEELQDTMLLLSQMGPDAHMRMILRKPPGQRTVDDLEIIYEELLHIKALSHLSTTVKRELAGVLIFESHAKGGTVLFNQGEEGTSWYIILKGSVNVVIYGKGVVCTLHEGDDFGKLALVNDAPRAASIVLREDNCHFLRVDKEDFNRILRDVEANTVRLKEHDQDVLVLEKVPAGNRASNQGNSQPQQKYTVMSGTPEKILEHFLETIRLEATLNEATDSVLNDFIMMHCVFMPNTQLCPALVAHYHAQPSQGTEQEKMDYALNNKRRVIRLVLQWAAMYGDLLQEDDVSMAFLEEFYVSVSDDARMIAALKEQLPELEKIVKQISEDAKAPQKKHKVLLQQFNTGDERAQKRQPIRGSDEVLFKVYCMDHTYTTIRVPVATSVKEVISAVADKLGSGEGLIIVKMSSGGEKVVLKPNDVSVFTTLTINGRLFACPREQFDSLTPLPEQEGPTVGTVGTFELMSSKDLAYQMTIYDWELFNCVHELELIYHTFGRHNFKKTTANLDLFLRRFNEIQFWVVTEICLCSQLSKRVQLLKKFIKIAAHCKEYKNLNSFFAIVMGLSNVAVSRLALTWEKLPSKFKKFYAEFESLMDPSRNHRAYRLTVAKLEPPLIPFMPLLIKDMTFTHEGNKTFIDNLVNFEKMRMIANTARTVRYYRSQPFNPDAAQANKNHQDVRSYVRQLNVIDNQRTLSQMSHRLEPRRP
Nrf2 inh: Nrf2 qHTS screen for inhibitors; A549 ARE-Fluc reporter, luciferase luminescence, 18-24 h; Potency, µM (titrated, usually from 46 µM), for the others: at the highest dose activity change, negative = inhibition, actives largely listed as inhibitors; 2.1% of 360,000 active; also: potency is read from the fitted curve at half-maximal effect; % is scaled to controls: 0 for no effect and ±100 for the full control effect; nearly all actives have a fitted effect of over 60% in size
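Two sequential reads on A549 ARE_Fluc cells exposed to compound for 18-24 h: a CellTiter-Fluor fluorescence read for viability, then a luciferase luminescence read for Nrf2/ARE activity.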
Mm-Cpn inhibitor: Inhibitors of TCP-1 ring complex (TRiC) of Methanococcus maripaludis (MmCpn): qHTS; purified Mm-Cpn ATPase, ADP Transcreener TR-FRET; Potency, µM (top dose mostly 76.9 µM), without a hit: top-dose activity, negative = inhibition, most hits filed as inhibitors; 0.031% of 330,000 active; also: potency is read from the fitted curve at half-maximal effect; % is scaled to controls: 0 for no effect and ±100 for the full control effect; nearly all actives have a fitted effect of over 80% in size
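ATPase read-out: TR-FRET ADP immunoassay (anti-ADP Eu cryptate vs ADP-d2), ex 320 nm, em 590/665 nm; signal drops as ADP forms. Enzyme 25 nM, ATP 10 uM, 30 min at 37°C after 10 min compound preincubation.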
pAkt inh: HTS Assay for Inhibitors of Akt Phophorylation: Primary Screen; Neuro2A IGF-stimulated pAkt S473 HTRF, 20 min; hits give low values; activity change, % for hits at 50 µM; 0.32% of 360,000 active; AID 651550, 2012; in the data active = activity change below about -80%; inconclusive = mostly about -51% to -80%; also: % is scaled to controls: 0 for no effect and ±100 for the full control effect
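Neuro2A cells (4,500/well, DMEM with 0.5% FBS) were treated with compound at a single 50 µM final concentration, stimulated with 6 nM IGF for 20 min at 37 °C, and lysed. Phospho-Akt Ser473 was read by HTRF as 665/615 ratio ×10^4.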
TGFb SMAD3 inh: qHTS for Inhibitors of TGF-b; HepG2 CAGA-GFP TGF-b/SMAD3 reporter, GFP fluorescence, 18 h; TGF-beta stimulated, 500 pg/mL final; Potency, µM (highest dose often 46.1 µM), for the others: at the highest dose activity, negative = inhibition, most hits filed as inhibitors; 1.2% of 410,000 active; AID 588855, 2011; also: potency is read from the fitted curve at half-maximal effect; % is scaled to controls: 0 for no effect and ±100 for the full control effect; nearly all actives have a fitted effect of over 65% in size
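HEPG2 CAGA-GFP reporter cells (1000/well, DMEM with 1% FBS) received compounds, then recombinant TGF-beta at 500 pg/mL final for 18 hours at 37 degrees C. Per-cell GFP summed per well was normalised to unstimulated and stimulated DMSO controls before curve fitting.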
EPAC2 agonist: qHTS for Agonist of cAMP-regulated guanine nucleotide exchange factor 4 (EPAC2): primary screen; Rap guanine nucleotide exchange factor 4 (Homo sapiens), Q8WZA2; 0.079% of 360,000 active; Potency, µM (series often up to 154 µM), for the others: at the top dose activation, actives largely listed as activators; EPAC2 activation, biochemical qHTS; response scale: 100% = 6.5 mM cAMP response; also: potency is read from the fitted curve at half-maximal effect; nearly all actives have a fitted effect of over 50% in size
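qHTS, titration series. 100 nM EPAC2 / 250 nM Rap1B-BODIPY-GDP / 50 uM GDP; RT; ex 480/em 540 nm, 5-min reads to 30 min. Norm. to 6.5 mM cAMP = activation.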
CCT chaperon mod: High-Throughput Screening for Modulators of Cytosolic Chaperonin Activity; purified chaperonin ATPase assay, HTRF ADP detection, 30 min; activity change, % (test concentration not listed), hits read low; 0.3% of 360,000 active; AID 651819, 2012; in the data active = activity change below about -30%; also: % is scaled to controls: 0 for no effect and ±100 for the full control effect
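First, chaperonin was dispensed at 40 nM or 20 nM final depending on batch activity. Next, compounds were pinned at 76 uM and ATP added at 10 uM. After 30 min at 37 °C, ADP detection reagents ran 30 min at ambient temperature.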
An asterisk follows results filed as active; i = inactive; ? = inconclusive; · = not tested or not shown; & = joins results of further samples; [ ] = another dose, or the depositor's remark. Unless noted, calls follow the shape of the dose curve; as a rule, active = well fitted curve in the direction sought with a large enough effect; inconclusive = small, poorly fitted or top-dose-only effect, or another doubt; inactive = no such curve, though single readings can be large; an effect the other way counts as inactive or inconclusive. The list is partial. The share of hits here may be higher or lower than overall.

molecule | Nrf2 activator | A549 viability | EPAC2 antagonist | Nrf2 inh | Mm-Cpn inhibitor | pAkt inh | TGFb SMAD3 inh | EPAC2 agonist | CCT chaperon mod
O=C(N/N=C\c1cn(-c2ccccc2)nc1-c1ccccc1)c1ccc(Br)o1 | 6.2% | -13% | -2% | -7% | -2% | i | ? | 3% | -1.9
O=C(Nc1cccc2c1CCCC2)c1ccc(Br)o1 | 0.0% | -1% | 15% | -3% | -3% | i | -16% | 0% | 0.1
CSC1=NC2(CCN(C(=O)NC3CCCCC3)CC2)N=C1c1ccc(C(C)(C)C)cc1 | -0.4% | 3% | · | ? | · | · | -15% | · | ·
CCOC(=O)CSC1=C(C#N)C(c2sccc2C)CC(=O)N1 (stereo not given) | -0.1% | -7% | -5% | · | -14% | i | -4% | 0% | -1.1
CC(C)(C)NC(=O)NC(=O)COC(=O)C1(C)CC1(Cl)Cl (stereo not given) | 0.0% | 2% | -11% | 16% | -4% | i | 0% | -18% | -2.3
CCOC(=O)C1=CCN(S(=O)(=O)c2ccc(C)cc2)C1c1ccc(C(C)C)cc1 (stereo not given) | 5.9% | · | -10% | · | · | i | ? | 8% | -3.2
COc1ccc(OC)c(NC(=O)c2cc3c(=O)oc4ccccc4c3s2)c1 | -1.2% | 1% | · | 5%[9.27 µM] | · | · | -12% | · | ·
COc1ccccc1NC(=O)CSc1nc(N)cc(N)n1 | -0.5% | 0% | 0% | · | 0% | i | -2% | -8% | -1.5
O=C1Nc2ccc(C(=O)O)c(O)c2C1=O | 0.5% | -18% | -9% | 8% | · | i | 9% | -1% | -1.5
CCCCn1c(N)c(N(CCOC)C(=O)c2ccc(S(=O)(=O)N3CCCCCC3)cc2)c(=O)[nH]c1=O | -0.8% | 1% | 7% | -10% | 0% | i | 6% | 2% | -3.9
Cc1c(NC(=S)NC(=O)c2cc3ccccc3o2)cccc1C(=O)O | 2.1% | 5% | -5% | ? | 0% | i | -1% | 9% | -0.9
COc1cccc(CN(C(=O)/C=C/c2ccc(Cl)cc2)C2CCS(=O)(=O)C2)c1 (stereo not given) | 3.5% | -1% | -11% | -8% | 3% | i | -23% | 0% | -1.2
Cc1cccc(OCC(=O)N2CCN(C(=O)Cc3ccccc3)CC2)c1 | -0.5% | -4% | -3% | 7% | -1% | i | 5% | -2% | -4.8
OCc1nnn(-c2ccccc2)c1CO | -0.1% | 6% | 1% | -2% | -2% | i | ? | 8% | 0.5
C[C@H](NC(=O)c1[nH]cnc1C(=O)Nc1ccccc1F)c1ccccc1 | -4.1% | · | 4% | · | · | i | -20% | 7% | -0.4
CCC(CC)Nc1ccc(C(CC(N)=O)NC(=O)Cc2cccc3ccccc23)cc1[N+](=O)[O-] (stereo not given) | -0.2% | -4% | 9% | 11% | 0% | i | 3% | 0% | 0.9
Cc1ccc(NC(=S)NCc2ccc(Cl)cc2)c(C)c1 | -0.8% | ? | -9% | ? | 0% | i | -26% | 3% | -0.5
O=C(CN1C(=O)COc2ccccc21)NCCCN1CCCC1 | -0.3% | 6% | -9% | -27% | 1% | · | 1% | 3% | -1.9
Cc1ccc(CC(=O)NCCS(=O)c2ccc(Cl)cc2)cc1 (stereo not given) | 0.3% | 11% | 1% | · | -1% | i | -2% | 8% | 0.2
Cc1ccc2nc(SCC(=O)Nc3ccc(C#N)cc3)[nH]c2c1 | 5.3% | 4% | · | -29% | · | · | ? | · | ·
O=C(Nc1cccc(C(F)(F)F)c1)C1CC(=O)N(CCc2ccccc2)C1 (stereo not given) | -0.7% | 10% | 1% | -17% | 0% | i | -26% | -1% | -3.2
CCc1[nH]c(C)c(C(C)=O)c1C | -0.1% | -2% | 3% | -13% | 1% | i | 0% | 7% | -2.2
Cc1nc(-c2cccc(NC(=O)c3ccc(Br)o3)c2)cs1 | 2.6% | 0% | 4% | 2% | -3% | i | -13% | 13% | 0.7
CC(=O)NCCc1nc2cc(NC(=O)c3ccc([N+](=O)[O-])cc3)ccc2n1C | 0.5% | 8% | -4% | ? | 1% | i | 16% | 7% | -1.5
O=C(O)CN1C(c2ccccc2)=Nc2ccc(Br)cc2C1c1ccccc1 (stereo not given) | 2.6% | 0% | 13% | 6% | -4% | i | -10% | 0% | 2.2
CC(C)C(O)P(=O)(OCc1ccccc1)c1ccc(N(C)C)cc1 (stereo not given) | 0.5% | · | 3% | 2% | -2% | i | -4% | -3% | -3.3
COc1ccc(CCn2nnnc2C(c2ccc(Cl)cc2)N2CCN(C)CC2)cc1OC (stereo not given) | -0.1% | 1% | 3% | 4% | -3% | i | -3% | 7% | -0.2
NC(=O)Cn1nc(C(F)(F)F)c2c1CCCC2 | -0.3% | -4% | 6% | -6% | -2% | i | -3% | 2% | -1.9
O=C(CSc1nc2ncc(Br)cc2[nH]1)c1ccc([N+](=O)[O-])cc1 | 3.2%[9.22 µM] | 17% | 8% | 7% | -1% | i | ? | 20% | -1.1
CCOC(=O)N1CCN(S(=O)(=O)c2cccc3nonc23)CC1 | -0.4% | 1% | -2% | 8% | 1% | i | 2% | 0% | 0.1
CC(=O)Nc1ccc(-c2cn3cccnc3n2)cc1 | -0.5% | -3% | -2% | ? | -9% | i | 13% | 3% | 0.5
CCN(CC)CCCNC(=O)c1cc(-c2ccc(Cl)cc2)on1 | -0.5% | 5% | -8% | 6% | 0% | i | 42% | 10% | -0.3
Cn1cccc1CNC1CCCCC1 | -0.9% | -5% | 8% | 1% | -3% | i | -1% | -2% | -1.9
COC(=O)c1sccc1OC(C)C(C)=O (stereo not given) | 3.4% | -6% | 23% | -10% | 1% | i | 1% | 7% | -2.1
O=C(N/N=C/c1ccc(Br)s1)c1ccc([N+](=O)[O-])cc1 | 0.2% | ? | 0% | ? | 1% | i | 4% | -1% | -2.2
O=C(COC(=O)c1cccc(F)c1)NC(=O)NC1CCCC1 | -0.3% | 7% | 4% | 6% | -2% | i | -13% | 2% | -0.7
O=C(NCc1ccco1)Nc1nnc([C@H]2C[C@H](O)[C@@H](CO)O2)s1 | 0.3% | · | 8% | · | · | i | 10% | 6% | -2.2
O=C(N/N=C/c1ccc(N2CCOCC2)cc1)c1ccccc1NS(=O)(=O)c1cccs1 | 0.2% | 1% | -5% | -5% | -7% | i | -10% | 0% | 1.3
Cc1ccc(Nc2c(-c3c[nH]c4ccccc34)nc3cc(C)ccn23)cc1 | 17% | -18% | · | 3% | · | · | ? | · | ·
O=c1oc2ccccc2cc1-c1cn2cccnc2n1 | 7.0% | -17% | -6% | ? | -4% | · | 4% | 6% | 2.4
O=C(NCC(c1ccco1)N1CCCC1)c1cccc(S(=O)(=O)N2CCCCC2)c1 (stereo not given) | -0.2% | · | 16% | · | · | i | 6% | 4% | 0.4
CC1CCCCN1C(=O)C12CCC(C)(C(=O)C1)C2(C)C (stereo not given) | -0.7% | -5% | -5% | -4% | -2% | · | -4% | 10% | -1.2
CC(=O)c1c(N)c(C#N)c(C)n1-c1ccc(Br)cc1 | 0.1% | 6% | 0% | 0% | -8% | i | 3% | 9% | -2.5
CN(C(=O)c1coc(=O)c2ccccc12)c1ccc(Br)cc1 | -0.1% | 4% | 0% | 5% | 1% | i | -27% | -1% | -7.3
CCOc1ccc(C(=O)Nc2ccc3nc(SCC(=O)N4CCc5ccccc54)sc3c2)cc1 | 2.8% | 5% | · | 6% | · | · | -4% | · | ·
O=C(CN1C(=O)c2ccccc2C1=O)N(CCO)Cc1ccccc1 | 0.5% | 1% | -8% | 7% | 0% | i | -2% | 5% | -1.8
CC(C)Oc1ccc(CC(=O)NNC(=S)Nc2ccccc2)cc1 | 0.7% | 0% | 6% | ? | 3% | i | -10% | -3% | -3.2
O=C(NCCc1ccccc1)c1cnn(-c2ccc(F)cc2)c1-n1cccc1 | 0.1% | 9% | · | ? | · | · | -8% | · | ·
COc1ccc2sc(NC(=O)NC(=O)c3c(Cl)cccc3Cl)nc2c1 | 4.4% | -2% | -19% | -9% | 2% | i | -11% | 12% | 3.7
Nc1nc2nc(-c3ccccc3)cc(=O)n2[nH]1 | -0.2%&-0.4% | -7%&-12% | 7% | ? | 0% | i | -4%&-6% | 4% | 0.1
CCCc1cc(=O)[nH]c(SCC(=O)Nc2ccc(N3CCCCC3)cc2)n1 | -0.2% | 0% | -11% | -25% | -2% | i | -3% | 1% | 1.3
O=C(CN(Cc1ccccc1)C(=O)CNS(=O)(=O)c1ccccc1)NCC1CCCO1 (stereo not given) | 0.0% | -3% | 2% | 5% | 0% | i | -1% | 5% | 0.4
Cc1nc2ncnn2c(C)c1CCC(=O)N1CCc2ccccc2C1 | -0.5% | 14% | 19%[57.1 µM] | 4% | 3% | i | -6% | 1% | 1.1
Cc1nc(N2CCN(C)CC2)c2cc(-c3ccccc3)sc2n1 | 2.8% | 2% | 8% | 8% | -10% | i | 3% | -1% | 3.0
Cn1c(N)c(C(=O)COC(=O)C2=NNC(=O)CC2)c(=O)n(C)c1=O | -0.4% | 1% | 5% | 0% | 1% | i | 1% | 12% | -2.0
Cc1[nH]c2ccccc2c1SCc1ccccc1 | 0.1% | 0% | -30% | 0% | 1% | i | -16% | 4% | -2.2
COC(=O)NNC(=O)c1ccc(C(C)(C)C)cc1 | 0.1% | 2% | 13% | ? | -3% | i | 14% | 0% | 4.2
